Bioassay records as filed in PubChem BioAssay.
Neddylation inh: inhibitors of human cullin neddylation; P61081+Q13564; TR-FRET cullin neddylation, biochemical; calls only at 25 µM; 360,000 tested, 0.58% active; AID 651699; in the data active = inhibition above about 36%
SKN-1 block: C. elegans SKN-1 inhibition; C. elegans VP596 Pgst-4::GFP/RFP ratio, acrylamide-induced, 24 h; inhibition, % at 21.8 µM; 360,000 tested, 0.49% active; AID 624304;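 active = interference check ratio from 0.5 to 1.5 plus GFP to RFP signal ratio inhibition reaching or exceeding a fixed threshold, cut at about 30% in these data, passing the limit was not always enough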; also: some compounds called inactive have numbers as strong as hits
NRP1-CendR mod: modulators of CendR peptide binding to human neuropilin-1; O14786; FAM-RPARPAR peptide binding to NRP-1, fluorescence polarization; inhibition, % at 25 µM; 360,000 tested, 0.85% active; AID 602438;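 active = inhibition or corrected inhibition above about 18%, plus a signal ratio from 0.5 to 1.5, limit read from the data, passing the limit was not always enough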; also: strong numbers were not always called active
Target sequence (O14786 whole entry, looked up): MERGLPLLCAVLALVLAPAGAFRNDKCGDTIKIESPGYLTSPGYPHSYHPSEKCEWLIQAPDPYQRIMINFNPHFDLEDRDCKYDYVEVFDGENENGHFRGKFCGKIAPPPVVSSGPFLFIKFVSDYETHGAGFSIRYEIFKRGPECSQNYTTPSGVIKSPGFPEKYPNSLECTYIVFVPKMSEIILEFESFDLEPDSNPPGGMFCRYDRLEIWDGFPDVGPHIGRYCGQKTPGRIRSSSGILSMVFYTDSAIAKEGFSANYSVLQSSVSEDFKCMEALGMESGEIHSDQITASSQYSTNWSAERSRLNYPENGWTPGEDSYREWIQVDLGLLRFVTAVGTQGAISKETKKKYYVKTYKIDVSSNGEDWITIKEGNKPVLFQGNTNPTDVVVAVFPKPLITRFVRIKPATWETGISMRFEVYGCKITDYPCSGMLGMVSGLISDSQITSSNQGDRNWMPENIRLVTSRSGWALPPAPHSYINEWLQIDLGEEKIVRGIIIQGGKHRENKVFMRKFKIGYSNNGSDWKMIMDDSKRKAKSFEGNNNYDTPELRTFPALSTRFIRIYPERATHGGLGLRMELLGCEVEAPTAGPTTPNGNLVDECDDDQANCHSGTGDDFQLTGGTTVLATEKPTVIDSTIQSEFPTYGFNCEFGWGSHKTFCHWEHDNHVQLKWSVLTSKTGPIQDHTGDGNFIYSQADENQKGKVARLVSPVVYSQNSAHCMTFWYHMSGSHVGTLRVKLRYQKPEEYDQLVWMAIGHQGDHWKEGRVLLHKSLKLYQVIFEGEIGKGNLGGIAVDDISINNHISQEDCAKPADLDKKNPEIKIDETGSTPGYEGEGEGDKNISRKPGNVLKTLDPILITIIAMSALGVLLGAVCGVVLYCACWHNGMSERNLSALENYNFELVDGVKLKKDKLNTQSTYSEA
DNMT1 inh: inhibitors of human DNMT1; P26358; AID 588458; inhibition (reported as % activation of signal), % at 10 µM; DNMT1 molecular beacon, Hinp1I cleavage, fluorescence; 360,000 tested, 0.83% active; in the data active = inhibition above about 50%
TbMetRS inhib: Trypanosoma brucei MetRS inhibition; purified T. brucei MetRS, ATP depletion, Kinase-Glo luminescence; inhibition, % at 11.9 µM; 360,000 tested, 0.4% active;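 active = inhibition above a per-plate cutoff of the control wells' mean inhibition plus 3 SD, cut at about 5.5% in these data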;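 also: 0% = DMSO wells median and 100% = median of wells with control inhibitor compound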
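Material: parasite MetRS enzyme / Replication: singlicate, one well per compound / Signal: luminescence of leftover ATP / Schedule: 2 h aminoacylation at 25 °C after 15 min preincubation / Medium: HEPES-MgCl2-KCl buffer plus DTT, spermine, BSA, pyrophosphatase / Doses: 11.9 µM single point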
STEP block: blocks human striatal-enriched tyrosine phosphatase | inhibition, % at 20 µM | recombinant STEP, OMFP fluorogenic substrate, fluorescence | 360,000 tested, 0.25% active | P54829;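 active = inhibition at 20 µM, scaled per plate between control wells, above about 37%, limit read from the data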;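 also: 0% = DMSO with enzyme and substrate and 100% = substrate only without enzyme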
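System: STEP (striatal-enriched tyrosine phosphatase) enzyme, cell-free; medium: Bis-Tris pH 6.0 buffer with DTT, detergent; dosing: 20 µM, 1% DMSO; times: reaction 20 min, ambient temperature; detection: fluorescence, 480/540 nm; read-out basis: normalized % inhibition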
Scp1 inh: Scp-1 (human) phosphatase inhibition; Q9GZU7; Recombinant Scp1, phosphopeptide, malachite green phosphate absorbance; inhibition, % at 20 µM; 340,000 tested, 0.88% active; AID 493091;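 active = inhibition above about 50% at 20 µM, limit read from the data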;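 also: plate controls were DMSO wells with enzyme for no effect and wells lacking enzyme for full effect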
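Test system: SCP-1 phosphatase catalytic domain, residues 76-261; measured by: colorimetric phosphate reagent with accelerator and stabiliser, absorbance at 630 nm; timing: enzyme reaction 45 min at room temperature, colour 5 min, stabilisation 30 min; also added: Phosphorylated 17-residue peptide substrate; compound dosing: one concentration, 20 µM, with 1.0% DMSO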
SUMO1 PPI mod: SUMO1-SIM interaction modulation; SUMO1 binding to a labelled peptide, TR-FRET, 1 h; inhibition, % at 20 µM; 360,000 tested, 0.33% active; AID 602429; in the data active = inhibition above about 37%
NadD inh: blocks S. aureus nicotinate mononucleotide adenylyltransferase; purified NadD enzyme, colorimetric absorbance read-out; 360,000 tested, 0.78% active; inhibition, % at 20 µM; in the data active = inhibition above about 26%; also: some compounds past the cut are filed as inactive
LMPTP block: LMPTP (human) inhibition. 360,000 tested, 0.22% active. recombinant LMPTP-A, OMFP fluorogenic substrate, fluorescence intensity. P24666. inhibition, % at 20 µM;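 active = compounds that cut the enzyme signal by at least half of the control window in the single-dose screen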;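 also: plate controls were DMSO wells with enzyme plus substrate for no effect and substrate without enzyme for full effect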
Target sequence (P24666 whole entry, looked up): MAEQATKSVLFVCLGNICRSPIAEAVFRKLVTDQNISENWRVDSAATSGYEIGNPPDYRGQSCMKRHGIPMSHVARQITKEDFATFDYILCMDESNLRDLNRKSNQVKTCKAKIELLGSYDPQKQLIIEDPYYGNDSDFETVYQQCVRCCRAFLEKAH
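Test system – LMPTP-A enzyme · Amount – LMPTP-A at 0.625 nM final in the reaction · Buffer or medium – Bis-Tris pH 6.0, DTT, detergent · Reagent – OMFP 400 µM · Doses – single 20 µM dose · Schedule – reaction 50 min, room temperature, dark · Detection – fluorescence intensity of OMFP turnover product · Evaluation – percent inhibition versus substrate-only and uninhibited controls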
* marks the source's active call; other numbers are inactive results; i = inactive; . = not tested or not shown.

Compound	Neddylation inh	SKN-1 block	NRP1-CendR mod	DNMT1 inh	TbMetRS inhib	STEP block	Scp1 inh	SUMO1 PPI mod	NadD inh	LMPTP block
Cc1cc(CC(=O)O)n(C)c1C(=O)c1ccc(Cl)cc1	i	8	-5	1	-0.7	-3	-6	0	2	0.3
O=C(NCc1ccco1)C1CCN(S(=O)(=O)c2ccc(-n3cnnn3)cc2)CC1	i	-8	10	2	-1.4	0	4	-2	3	-0.1
O=C(NCc1ccncc1)c1c(F)c(F)c(F)c(F)c1F	i	20	3	-5	-1.2	-1	11	-3	-4	-0.6
COC(=O)c1cc2nc(-c3ccc(C)cc3)cc(C(F)(F)F)n2n1	i	-10	0	2	-0.4	3	-1	-1	-5	-1.7
Cc1cc(C)cc(N(CC(=O)Nc2ccccc2-c2ccccc2)S(=O)(=O)c2ccccc2)c1	i	5	2	1	-0.8	2	-7	1	-3	2.4
O=C(O)c1cc(-c2ccc(Cl)c(Cl)c2)n(-c2ccccc2)n1	i	7	4	1	-0.5	2	-7	31	1	-0.9
COc1ccc(S(=O)(=O)N2CCC(NC(=O)OCc3c(Cl)cccc3Cl)CC2)cc1	i	-42	5	-8	-0.1	0	-10	2	-7	1.5
COc1ccc(NC(=O)C(c2ccc(C)cc2)N(C)C(=O)CC2NC(=O)NC2=O)cc1 (stereo unspecified)	i	-3	2	-4	0.1	-1	-5	6	-1	-3.2
CC(C)(CNC(=O)c1sc2cc(Cl)ccc2c1Cl)N1CCOCC1	i	35	0	-2	-0.3	0	-1	-17	-3	0.0
O=C(Nc1cccc(Cl)c1Cl)c1snnc1-c1ccccc1	i	10	-2	-3	0.0	-6	-7	9	-7	0.8
O=C(NCC(=O)N(Cc1ccccc1)C(C(=O)NCC1CCCO1)c1ccccc1)c1cccs1 (stereo unspecified)	i	12	-3	16	-0.4	0	10	-1	-3	-0.1
CC(C#Cc1ccc2c(c1)COc1c3ccccc3nn1-2)OC(C)(C)C (stereo unspecified)	i	16	-10	13	0.3	1	0	-15	-1	0.8
CCOC(=O)Cc1nnc2c(Nc3ccc(Cl)cc3)nc3nonc3n12	i	3	14	-9	0.2	-1	-5	-27	-2	0.1
COc1cc(C(C)=O)ccc1OCc1nnc(-c2ccccc2Br)o1	i	12	-2	-1	-0.3	3	-9	3	-7	-0.2
COC(=O)Cc1[nH]n(-c2ccccc2)c(=O)c1C=Nc1ccc(C)cc1	i	0	8	3	-0.8	3	-5	-19	-5	2.3
Cn1c(SCc2ccccc2)nnc1-c1ccco1	i	5	0	0	0.1	3	-5	-1	2	-1.1
COc1ccccc1NC(=S)NC(=O)CC(C)C	i	20	5	0	-1.0	1	-6	3	-3	-0.5
O=C(Cn1cnc2c(nnn2Cc2ccccc2)c1=O)c1ccccc1	i	0	-3	2	-0.1	4	-8	4	-2	-0.4
CN1CCC(=C(c2ccccc2)c2ccc(Br)cc2)CC1	i	-2	-8	3	-0.3	2	-5	4	-7	0.5
O=C(CSc1ccc(-c2ccco2)nn1)c1ccc(F)cc1	i	8	8	21	0.2	8	-6	-2	7	6.5
COc1ccccc1/C=C1/SC(=O)N(CCC(=O)Nc2ccc(S(=O)(=O)Nc3nccs3)cc2)C1=O	i	8	-13	-2	-0.9	-3	-21	6	56*	3.0
O=C(c1ccco1)N1CCN(c2nc(C3CC3)nc3sc4c(c23)CCCC4)CC1	i	18	-24	-2	-1.5	1	1	8	5	3.5
Cc1cc(/C=C2\NC(=O)N(Cc3ccc(Cl)cc3)C2=O)c(C)n1C	i	5	-18	-17	0.2	3	-11	-7	25	-0.7
CCOC(CCNC(=O)c1cn(C)c(=O)c2c1c1ccccc1n2C)OCC	i	25	-1	1	-0.2	-2	-7	-1	-1	-0.5
COc1ccc(CNC(=O)C[C@@H]2C[C@H]3c4cc(NC(=O)C5CCC5)ccc4O[C@H]3[C@@H](CO)O2)cc1	i	-18	-5	3	0.2	2	.	6	-3	-1.8
O=C(NCCN1CCCC1)c1ccc(Cl)cc1	i	-3	5	-1	-0.3	1	-4	-1	4	-2.0
CN(C)CCNC(=O)c1cc2c(=O)n(C)c3ccccc3c2n1C	i	4	14	0	-0.6	0	-8	12	6	5.0
CC(C)NS(=O)(=O)c1ccc(CCC(=O)NCc2ccccn2)cc1	i	-4	-15	-1	-0.3	-1	-10	-2	-6	-0.9
Cn1c(=O)n(CC(=O)NCC2CCCO2)c(=O)c2c3c(sc21)CCCC3 (stereo unspecified)	i	1	0	-1	-0.6	1	1	2	5	-0.1
O=C(N/N=C/c1c(-c2ccccc2)[nH]c2ccccc12)c1cccnc1	i	10	3	-11	-0.2	-2	-3	7	-8	0.5
Cc1ccc(C(=O)CSc2n[nH]c(C)n2)cc1	i	21	0	-1	-0.7	1	-8	-2	0	0.3
O=C(NCc1n[nH]c(=S)n1-c1ccc(F)cc1)c1ccc(S(=O)(=O)N2CCOCC2)cc1	i	38*	-2	1	-0.6	0	-1	2	3	-2.1
Fc1ccccc1Oc1nc(-c2ccncc2)nc2ccccc12	i	-4	-6	-2	0.3	2	-4	-1	-5	1.4
Cc1ccc(S(=O)(=O)NCCC(=O)NCC(c2cccs2)N2CCOCC2)cc1 (stereo unspecified)	i	9	-2	3	-0.6	0	16	3	-7	0.6
CC(C)CCOP(=O)(c1ccc(N(C)C)cc1)C(O)c1ccc(N(C)C)cc1 (stereo unspecified)	i	4	0	-3	-0.8	2	2	-2	-6	0.5
COc1ccc(C(=O)C[n+]2cccc(C)c2)cc1	i	-5	-4	0	-0.8	-2	-1	0	-3	-2.0
O=C(NCC(c1cccnc1)N1CCOCC1)c1cccc(Cl)c1 (stereo unspecified)	i	11	-2	-1	0.7	-2	3	2	-2	-1.1
COc1ccc(CN2C(=O)c3oc4ccccc4c(=O)c3C2c2ccc(O)c(OC)c2)cc1 (stereo unspecified)	i	-4	-4	7	-0.5	9	-11	3	1	2.0
CCOC(=O)c1c(CSc2ccsc2)n(C)c2cc(Br)c(O)c(CN(C)C)c12	i	6	11	3	0.0	-3	3	-2	-4	1.0
O=C(O)CCCN1C(=O)C2C3CC(C2C1=O)C1C(c2ccccc2)c2sc(=O)n(-c4ccccc4)c2SC31 (stereo unspecified)	i	3	3	4	-0.6	2	-8	5	12	-1.1

Single records, as listed above. Order of screens: Neddylation inh, SKN-1 block, NRP1-CendR mod, DNMT1 inh, TbMetRS inhib, STEP block, Scp1 inh, SUMO1 PPI mod, NadD inh, LMPTP block
Shown for `O=C(NCCN1CCCC1)c1ccc(Cl)cc1` → i, -3, 5, -1, -0.3, 1, -4, -1, 4, -2.0
Shown for `O=C(NCc1n[nH]c(=S)n1-c1ccc(F)cc1)c1ccc(S(=O)(=O)N2CCOCC2)cc1` → i, 38*, -2, 1, -0.6, 0, -1, 2, 3, -2.1
Shown for `COc1ccc(CNC(=O)C[C@@H]2C[C@H]3c4cc(NC(=O)C5CCC5)ccc4O[C@H]3[C@@H](CO)O2)cc1` → i, -18, -5, 3, 0.2, 2, ., 6, -3, -1.8

Next compounds:
Compound	Neddylation inh	SKN-1 block	NRP1-CendR mod	DNMT1 inh	TbMetRS inhib	STEP block	Scp1 inh	SUMO1 PPI mod	NadD inh	LMPTP block
COC(=O)CC1(C(=O)OC)Oc2ccc(Br)cc2C(=O)N1c1cc(Cl)c(Cl)cc1Cl (stereo unspecified)	i	-8	5	7	-1.3	0	-15	1	-1	-0.5
C=CCc1ccc(OCC(O)CO)c(OC)c1 (stereo unspecified)	i	4	-5	-1	-0.6	1	-3	-7	-17	0.7
Cc1nn(C)c(C)c1NS(=O)(=O)c1ccccc1	i	-14	3	-2	-0.4	3	-15	-3	-3	-2.7
COC(=O)c1ccc(N(CC(=O)NCC2CCCO2)C(=O)CCC(=O)Nc2cc(C)on2)cc1 (stereo unspecified)	i	7	-3	3	-0.3	1	-2	3	-6	6.6
N#Cc1cc([N+](=O)[O-])ccc1NCC1CCCO1 (stereo unspecified)	i	1	15	1	-1.1	-1	3	-23	4	2.4
c1ccc(NCC2OCc3ccccc3CO2)cc1	i	2	-2	3	-0.2	1	-7	1	-1	-1.1
CC(=O)c1sc(NC(=O)c2c(F)cccc2F)nc1C	i	3	-11	2	-1.5	-4	-7	-8	-2	0.5
COc1ccc2c(c1)c1c3n2CCN(C)C3=NCC1	.	4	14	4	-1.0	0	3	-2	12	2.2
CCCCN(CC)CCCNC(=O)c1ccc(CSc2nc3ccncc3[nH]2)cc1	i	-8	5	0	-0.4	-1	-7	2	-3	37
COc1ccc(Cc2nnc(NC(=O)C3CCN(C(=O)c4ccco4)CC3)s2)cc1	i	-18	-1	1	-0.5	-2	-5	-1	-4	-0.3
Cc1ccc(N(CCCCN2C(=O)c3ccccc3C2=O)C(=O)c2cccc([N+](=O)[O-])c2)cc1	i	-3	1	-3	-1.3	4	-13	-11	-11	3.5
CCOC(=O)C(=NCCCN1CCOCC1)NNc1cccc(C(F)(F)F)c1	i	8	18	3	-1.8	-1	2	-4	1	-2.5
Cn1ccs/c1=N\C(=O)Nc1cccc(Cl)c1	i	13	-1	7	0.0	0	-7	-1	-2	0.0
CCNC(=O)CC1C(=O)N(c2ccc(F)cc2)C(=O)N1Cc1ccccn1 (stereo unspecified)	i	-6	2	0	-0.5	3	-4	-4	-6	-2.4
C=CCNCCCCOc1ccc(OCC)cc1	i	19	0	0	1.6	3	-3	1	1	-1.0
CCc1nc(SCC(=O)O)c2c3c(sc2n1)COC(C)(C)C3	i	1	-4	2	-0.3	1	4	7	-3	-0.9
Cc1cc(NC(=O)COC(=O)C(Cc2ccccc2)NC(=O)c2ccco2)no1 (stereo unspecified)	i	-2	2	-2	-0.2	-2	-10	-3	6	0.1
Oc1ccc(/C=N/Nc2cccc(Cl)n2)c(O)c1	i	-11	-14	-5	-0.9	0	-4	-9	1	0.6
Oc1cccnc1Sc1cccc(C(F)(F)F)c1	i	19	5	-1	-0.7	-4	-4	5	-6	1.2
Cc1nnc(SCC(=O)c2ccc(Cl)cc2)s1	i	10	4	2	0.2	-2	1	-1	0	0.9
COc1ccc(-c2ccc(CCC(=O)O)n2CC(=O)Nc2cccc(OC)c2)cc1	i	3	-19	-12	-1.0	-1	6	1	-5	1.6
CCNC(=O)c1ccc(N(C)S(=O)(=O)c2cccs2)cc1	i	3	3	-1	-0.3	-4	-6	-4	2	-1.5
CC(Cc1ccccc1)NC(=O)CC(c1ccccc1)c1ccccc1O (stereo unspecified)	i	10	7	2	-1.3	-1	-9	-2	-8	-0.4
